# p47phox inh: blocks human p47phox regulatory protein of NADPH oxidases | P14598 | p47phox/p22phox peptide binding, fluorescence polarization, 2 h | inhibition, % at 24.7 µM | actives 0.53% (n = 220,000) | AID 1274;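 also: 0% = p47phox with labelled peptide and 100% = labelled peptide alone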
# Target sequence (P14598 whole entry, looked up): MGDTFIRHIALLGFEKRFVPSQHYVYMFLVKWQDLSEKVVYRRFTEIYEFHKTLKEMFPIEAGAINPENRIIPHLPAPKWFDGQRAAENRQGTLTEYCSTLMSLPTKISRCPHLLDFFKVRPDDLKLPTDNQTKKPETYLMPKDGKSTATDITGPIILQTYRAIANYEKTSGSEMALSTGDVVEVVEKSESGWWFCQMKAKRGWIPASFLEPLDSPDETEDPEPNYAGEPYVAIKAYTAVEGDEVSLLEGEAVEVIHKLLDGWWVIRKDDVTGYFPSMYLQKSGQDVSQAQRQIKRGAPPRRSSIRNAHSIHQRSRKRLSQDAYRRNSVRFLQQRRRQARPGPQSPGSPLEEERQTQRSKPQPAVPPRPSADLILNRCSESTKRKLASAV
# eIF4E 4G PPI: eIF4E/eIF4G interaction inhibition in translation initiation. P63073+Q04637. TR-FRET eIF4E-eIF4GI(517-606) binding, 2 h. inhibition, % at 21.7 µM. actives 0.37% (n = 220,000). AID 782;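 also: 0% = full FRET control wells and 100% = background wells lacking eIF4GI fragment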
# Rad51 HR inh: blocks human Rad51 in homologous recombination; Q06609; hRad51 DNA strand exchange, fluorescence dequenching; inhibition, % at 10 µM; actives 0.085% (n = 200,000); AID 1385;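 active = inhibition above 40% at the single screening dose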;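 also: 0% = DMSO control wells and 100% = blanks with heterologous ssDNA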
# Target sequence (Q06609 whole entry, looked up): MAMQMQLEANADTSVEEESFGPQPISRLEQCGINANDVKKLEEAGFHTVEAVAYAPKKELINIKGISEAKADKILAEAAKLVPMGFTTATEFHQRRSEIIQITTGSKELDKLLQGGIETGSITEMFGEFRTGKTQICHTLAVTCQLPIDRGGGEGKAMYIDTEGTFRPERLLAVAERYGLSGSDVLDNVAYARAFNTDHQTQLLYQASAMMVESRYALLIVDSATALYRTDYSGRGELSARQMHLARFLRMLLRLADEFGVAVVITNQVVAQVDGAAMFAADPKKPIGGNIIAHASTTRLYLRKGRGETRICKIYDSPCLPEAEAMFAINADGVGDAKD
#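 material = hRad51 filaments on single-stranded DNA | timing = filaments 15 min 37 °C, then compound 30 min | signal = FRET fluorescence dequenching, excitation 485 nm, emission 520 nm | benchmarks = control wells and blank wells on each plate | evaluation = percent inhibition relative to plate controls and blanks | compound = 10 µM final, single point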
# EBV gp42 block: EBV gp42 inhibition | Q1HVG2 | Fluorescence polarization binding assay, mP read-out | inhibition, % (tested at 21.74 µM) | actives 0.42% (n = 220,000); in the data active = inhibition above about 50%
# Thrombin inh: inhibitors of human thrombin; P00734; alpha-thrombin, Boc-VPR-AMC fluorogenic substrate cleavage; inhibition, % at 5 µM; actives 0.26% (n = 220,000); AID 1046;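 active = inhibition at or above 40%; inactive = inhibition below 40%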;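 also: 0% = enzyme with no compound and 100% = wells without enzyme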
#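 System – human alpha-thrombin · Medium – pH 7.5 Tris (50 mM) with NaCl 150 mM, Tween 20 0.05% · Compound – single-point dosing at 5 µM, 0.2% DMSO · Incubation – enzyme reaction carried out at room temperature · Technique – fluorescence of released AMC, ex 355 nm, em 460 nm · Read-out basis – % inhibition of thrombin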
# Furin inh: blocks human furin protease activity. P09958. purified furin, fluorogenic substrate cleavage. inhibition, % at 30 µM. actives 0.061% (n = 220,000). AID 463115; in the data active = inhibition above about 25%; also: inactives centre near -15
# Cl transport mod: modulates chloride dependent transport by human KCC2 | Q9H2X9 | KCC2 cells, thallium flux FluoZin-2 fluorescence | B-score of Tl+ flux slope (higher = more flux/activation; lower = inhibition) at 10 µM | actives 2.2% (n = 190,000) | AID 1456;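 active = thallium flux slope and its plate-corrected score both differing from the plate sample mean at a set confidence after two filtering rounds, in either direction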;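 also: slope of fluorescence scaled to starting intensity during 10 to 20 s after thallium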
# hK5 inh: kallikrein 5 (human) inhibition | Q9Y337 | recombinant hK5, fluorogenic AMC substrate cleavage | inhibition, % at 5 µM | actives 0.59% (n = 210,000) | AID 873;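 active = inhibition of 40% or more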;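 also: 0% = enzyme controls without compound and 100% = no-enzyme blanks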
# 14-3-3 Bad PPI: disrupts binding of bovine 14-3-3 zeta to phospho-Bad peptide | AID 781 | P63103 | TR-FRET 14-3-3zeta/Dy647-pBad peptide displacement, 1 h | inhibition, % at 21.7 µM | actives 0.71% (n = 220,000);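 active = inhibition above about 70%, limit read from the data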;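 also: 0% = full 14-3-3 plus peptide FRET controls and 100% = background without 14-3-3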
# Target sequence (P63103 whole entry, looked up): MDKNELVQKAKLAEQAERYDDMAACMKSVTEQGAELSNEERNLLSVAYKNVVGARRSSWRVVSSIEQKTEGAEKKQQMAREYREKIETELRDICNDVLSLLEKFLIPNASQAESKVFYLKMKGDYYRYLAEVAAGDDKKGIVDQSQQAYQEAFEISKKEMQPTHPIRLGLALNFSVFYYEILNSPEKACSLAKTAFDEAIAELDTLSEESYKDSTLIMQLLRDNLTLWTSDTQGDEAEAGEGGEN
# * = called active by the depositor; / = no result given; & = joins results of further samples; [ ] = dose if it differs, or a comment.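 The calls were made as follows, unless noted: active = inhibition above about 30% (limit read from the data); inactive = the rest.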
eIF4E 4G PPI,14-3-3 Bad PPI,Furin inh,Rad51 HR inh,Thrombin inh,EBV gp42 block,Cl transport mod,p47phox inh,hK5 inh,Structure
-2,2,-19,16,-2,1,0.26,0,1,CC(=O)Cn1c(=O)oc2ccccc21
-2,-8,-9[20 µM],12,-5,10,-0.27,-3,-27,Cc1c(Cl)cccc1NC(=O)c1cccc(OC(F)F)c1
9,-1,-1,-4,-4,-11,-0.036,-15,-42,COc1ccc(-c2cn3cccnc3n2)cc1NC(=O)CC(C)C
-1[fluorescence artefact?],-7,-5,0,-4,-4,-1.5,-35,-5,COc1ccc(C2=Nn3c(nnc3-c3ccccc3OC)SC2)cc1OC
-10,44,-21,-2,0,-7,0.35,2,-1,COc1ccc(CN2CCN(S(=O)(=O)c3ccc(NC(C)=O)cc3)CC2)cc1
-4,-4[fluorescence artefact?],-18,-3,-9,-16,0.66,-12,-14,O=C(N/N=C/c1ccccc1)NC1CCCCC1
-3,-7,-28,1,-23,-18,-0.52,-2,-4,CC1CN(C(=O)c2ccc(Oc3ccccc3)cc2)CC(C)O1 (centres undefined)
1,1,-17[20 µM],0,-3,-1,0.13,-17,2,Cc1ccccc1C(=O)Nc1ccc(N2CCOCC2)nc1
5,-3,-22[20 µM],9,-6,-3,/,-1,-10,O=C1C2C(c3ccccc3)C=CC(c3ccccc3)C2C(=O)N1C1CCCCC1 (centres undefined)
1,-15,-20,0,-5,-14,/,-3,2,Cc1cc(N)n(Cc2cccs2)n1
6[fluorescence artefact?],-18,-4,12,3,-12,-0.31,2,-17,Cc1ccc(N2C(=O)C(Cl)=C(N3CCOCC3)C2=O)cc1Cl
3[fluorescence artefact?],3,-1[20 µM],-6,-8,0,-0.61,-22,0,COc1cc(NC(=O)c2cccs2)c(C(=O)OCC(=O)NC(=O)NC(C)(C)C)cc1OC
1[fluorescence artefact?],4[fluorescence artefact?],-29[20 µM],-3,0,0,0.42,-14,-3,O=C(Cn1cnc2ccccc2c1=O)c1ccccc1
0,-5,-23,6,1,5,-1.1,-10,0,FC(F)(F)c1cccc(OCc2nnc3n2CCC3)c1
10,-18,13[20 µM],-9,-2,-9,/,-9,4,COC(=O)c1ccc(-n2cncn2)c(F)c1
1,0,-11[20 µM],5,-12,-3,-0.59,-11,-13,Cc1nc2cccc(C(=O)NC3CCCCC3)c2o1
4,-6,10[20 µM],1,1,-24,19*,-16,-25,Cc1cccc(CSc2cccc3cccnc23)c1
4,7,-8,-8,-5,2,1.2,-4,-10,CCn1cc(C(=O)NCc2cccs2)c(=O)c2ccc(C)nc21
-2[fluorescence artefact?],9,-11[20 µM],5,-1,-13,-0.0018,9,-5,CCCCSCc1ccc(C(=O)O)o1
-3,9,-17,-3,-9,-14,0.12,-13,-15,COc1cc(-c2nn3c(-c4cccc(C)c4)nnc3s2)cc(OC)c1OC
1,-2,-19,/,-5,9,0.92,2,9,CC(=O)NC(=O)COC(=O)c1ccc2ncsc2c1
8[fluorescence artefact?],2,-15,6,-8,2,0.38,1,-3,O=C(Cc1ccccc1)NNC1CC(=O)N(c2ccc(Br)cc2)C1=O (centres undefined)
6,13,-12,7,2,-4,/,-6,2,CS/C(Nc1cc(Cl)ccc1Cl)=C(/C#N)C(=O)c1ccco1
-8,-13,-12[20 µM],-4,-3,-4,/,-17,-17,O=C(CSc1nc2ccccc2s1)N1c2ccccc2Sc2ccccc21
0,10,-17,3,-2,3,-0.18,-9,1,Cc1nnc2nc(-c3ccccc3)nc(-c3ccccc3)n12
5,14,-18[20 µM],0,5,-10,-0.62,-14,-19,COc1cc2c(cc1OC)C(COc1ccc3c(C)cc(=O)oc3c1)N(C(=O)c1ccco1)CC2 (centres undefined)
3,-18,-20,-1,-1,-15,2.8*,-7,4,CCN(CC)CCSc1nc2ccccc2c(=S)n1-c1ccccc1
-2,0,-10,/,1,-9,-0.7,5,18,CCOCCCNC(=O)C(c1ccc(OC)cc1)N(Cc1cccs1)C(=O)c1ccccc1O (centres undefined)
-5,-9[fluorescence artefact?],-1[20 µM],-5,0,-4,0.37,-11,-8,O=C(Cn1cnc2cc(Cl)ccc2c1=O)Nc1ccc2c(c1)OCO2
1,-10[fluorescence artefact?],-21,11,-2,1,-0.33,1,-4,CCOc1ccc(Cl)cc1/C=N/NC(=O)CNC(=O)c1ccccc1
-2,-9,-1,-25,/,-81,0.89,-40,3,O=C1NC(=S)N/C1=C\c1ccc(N2CCOCC2)cc1
-6,-7,2,-14,20,7,-1.9,-15,-10,CCN(c1ccccc1)S(=O)(=O)c1ccc(Cl)c(NC(=O)CSc2nnc(C)s2)c1

# 5 of the entries above in order of the Rad51 HR inh value, low to high:
eIF4E 4G PPI,14-3-3 Bad PPI,Furin inh,Rad51 HR inh,Thrombin inh,EBV gp42 block,Cl transport mod,p47phox inh,hK5 inh,Structure
-2,-9,-1,-25,/,-81,0.89,-40,3,O=C1NC(=S)N/C1=C\c1ccc(N2CCOCC2)cc1
-6,-7,2,-14,20,7,-1.9,-15,-10,CCN(c1ccccc1)S(=O)(=O)c1ccc(Cl)c(NC(=O)CSc2nnc(C)s2)c1
-5,-9[fluorescence artefact?],-1[20 µM],-5,0,-4,0.37,-11,-8,O=C(Cn1cnc2cc(Cl)ccc2c1=O)Nc1ccc2c(c1)OCO2
5,14,-18[20 µM],0,5,-10,-0.62,-14,-19,COc1cc2c(cc1OC)C(COc1ccc3c(C)cc(=O)oc3c1)N(C(=O)c1ccco1)CC2 (centres undefined)
1,-10[fluorescence artefact?],-21,11,-2,1,-0.33,1,-4,CCOc1ccc(Cl)cc1/C=N/NC(=O)CNC(=O)c1ccccc1

# Going on with the list:
eIF4E 4G PPI,14-3-3 Bad PPI,Furin inh,Rad51 HR inh,Thrombin inh,EBV gp42 block,Cl transport mod,p47phox inh,hK5 inh,Structure
2,6,-27[20 µM],3,-3,-15,-0.18,-12,3,COc1cccc(-c2noc(-c3cccs3)n2)c1
-2,8,-30[20 µM],5,0,-26,/,-14,6,CS(=O)(=O)Nc1ccc2c(c1)C(=O)OC2
5,-3[fluorescence artefact?],-10,11,1,-8,-0.37,-2,-11,c1cncc(-c2ccnc3ncnn23)c1
-3&4,4&-7,-15,-2,4,3&-16,-0.57,-4&-7,-9,Cc1cc(C)nc(NS(=O)(=O)c2ccc(N)cc2)n1
2,0,-26,-1,1,7,-0.025,-6,4,CC(C)N(Cc1nc(-c2ccccc2)no1)C(=O)C(Cl)(Cl)Cl
3,31[fluorescence artefact?],-6,/,9,0,-0.48,2,-5,Cc1cnc(NC(=O)c2cc3c(C)nn(Cc4ccccc4Cl)c3s2)s1
-10[fluorescence artefact?],-3[fluorescence artefact?],-23,-5,5,-15,/,-4,-49,N#CCCn1c(-c2nonc2NC(=O)c2ccccc2Cl)nc2ccccc21
1,8,2[20 µM],97*,-2,-1,/,4,-1,CCCOc1ccccc1N/C(=N/c1nc(C)cc(C)n1)NC(=O)COc1ccc(OC)cc1
6,13,-3,9,-3,-13,-5.7*,-19,12,Cc1ccc(C)c(Cn2nnc3c(=O)[nH]c(C(=O)NCc4ccco4)nc32)c1
3,-1,-20,1,-7,-5,0.66,-3,-8,CN(CCC#N)C(=O)COc1ccc(Br)cc1Cl
9,3,-18,-6,-4,-6,-0.59,-3,-6,CC(=O)OCCNc1cc(Sc2nc3ccccc3[nH]2)c2nonc2c1[N+](=O)[O-]
3,21,-23,-6,2,-3,-1.1,-7,-21,CCOc1ccc2c(c1)ncn2Cc1ccccc1
0,-5,-21,-9,-7,-13,0.48,-5,-21,CCC(=O)Nc1sc(C(=O)Nc2ccccc2)c(C)c1C(=O)OC
4,-9,-9,2,3,-5,-0.14,-15,-19,O=C(O)Cn1cc(/C=C2\SC(=O)N(c3ccccc3)C2=O)c2ccccc21
-5,-8[fluorescence artefact?],-13[20 µM],9,-9,-5,0.48,-9,-17,Cc1ccccc1C(=O)NC(=S)Nc1ccc(S(=O)(=O)N2CCN(C)CC2)cc1
1[fluorescence artefact?],7,-16,3,-4,-9,0.4,0,-12,Cn1c(=O)c2c(nc(N3CCOCC3)n2CCSc2ncccn2)n(C)c1=O
-2,-4,-10[20 µM],10,1,-14,1.3,-7,-4,Cc1c(NC(=O)CSc2nccn2C)c(=O)n(-c2ccccc2)n1C
4,-11,-18[20 µM],14,4,-17,0.6,-9,-6,COc1cccc(/C=N\NC(=O)C2C(=O)NCC2c2ccccc2)c1O (centres undefined)
3,4,-11,-8,-15,-15,1.2,-10,-11,COCCCn1c(SCC(N)=O)nnc1-c1ccccc1
-11,1,-30,/,-4,-6,0.43,-10,-1,Cc1cc(C)n2nc(C(=O)Nc3ccc(S(=O)(=O)N4CCCC4)cc3)nc2n1
-2,2,-17,-1,-5,-7,-0.6,-23,-9,O=C1c2oc3ccccc3c(=O)c2C(c2cccc(O)c2)N1c1ccccn1 (centres undefined)
-2,-10,-17,-8,8,-19,-3.8*,-9,9,O=[N+]([O-])c1cccc(/C=N/NC2=NS(=O)(=O)c3ccccc32)c1
3,4,-21,1,-3,-33,0.57,-15,-26,CCCC(=O)N=C1SC2CS(=O)(=O)CC2N1c1ccc(-c2nc3ccc(C)cc3s2)cc1 (centres undefined)
3[fluorescence artefact?],3,-13[20 µM],7,-1,2,0.2,3,-3,COc1ccc(C(=O)NCC(C)C)c(OC)c1
4,4,-16,-35,-7,-72,0.056,-58,-17,COc1ccccc1/C=C1\SC(=S)N(CCC(=O)NC2=NCCS2)C1=O
-3,-11,3,4,-10,5,-0.16,-7,-1,COc1cc(CC(=O)Nc2ccc(S(=O)(=O)NC3=NCCCCC3)cc2)cc(OC)c1OC
-4,-38,-11,1,3,-3,-0.97,-4,-15,CCc1cccc(CC)c1NC(=S)NCc1ccc2c(c1)OCO2
2,0,-7,2,-2,-14,-0.95,-4,-5,Cc1ccc(CC(CC(=O)O)C(=O)NCC23CC4CC(CC(C4)C2)C3)cc1 (centres undefined)
-1,-8,-23,0,-2,-7,0.5,-6,1,COc1ccc(Oc2cc(C(F)(F)F)nc(N(C)C)n2)cc1
0,-7,-18,4,-1,-7,0.87,15,/,COc1ccccc1CN1CCNC(=O)C1CC(=O)NCCOc1cccnc1 (centres undefined)
11,2,-13[20 µM],-3,5,-18,/,0,2,O=C(CCCSc1nnnn1-c1ccccc1)c1ccc(F)cc1
-3,-10,-15[20 µM],1,1,3,1.9,1,-8,c1ccc(-c2nc(N3CCCCC3)nc3ccccc23)cc1
0,10,-10,7,12,-29,-0.59,4,0,COc1ccccc1-n1cnnc1SCC(=O)NC1CCS(=O)(=O)C1 (centres undefined)
0,-8,-26,-8,0,4,-1.1,3,3,COCc1cc(=O)[nH]c(-c2ccccc2)n1
/,/,-10[20 µM],1,1,-5,0.085,-3,-1,N#Cc1c(NC(=O)c2cccnc2)sc2c1CCC2
-14,-3,-31,/,4,3,-1.2,-6,1,CCCCCc1cc(=O)[nH]c(=S)[nH]1
0,2,-20[20 µM],10,-17,-16,/,-12,-1,O=C(Oc1ccccc1)c1cccc(COC(=O)c2cnccn2)c1
-2,7,-9,1,0,5,-2.4,2,-13,COCCn1c(SCC(=O)Nc2ccccc2OC)nc2c(oc3ccccc32)c1=O
-5,2,-21,13,0,-15,-0.86,-11,3,NC(=O)Nc1ccc(Cl)cc1
28,7,-12,-95,1,-174,-2.7,-109,-20,COc1cc(N2CCCC2)c(OC)cc1/C=C1/NC(=S)NC1=O
0,4,-12,2,5,-14,/,3,-17,Cc1cccc2cc(CN(Cc3ccccc3)C(=O)N(C)C)c(=O)[nH]c12
0,-10,-19,1,-1,-9,/,0,5,O=C(CSc1nnc2ccccn12)N1CCc2ccccc21

# Screens (PubChem BioAssay)
